Compound activity from PubChem BioAssay.
Pf growth 48h – Primary qHTS for delayed death inhibitors of the malarial parasite plastid, 48 hour incubation; Potency, µM (highest dose often 28.7 µM), inactives show at the top dose activity change, negative = inhibition, hits mostly inhibitors; P. falciparum luciferase growth in erythrocytes, 48 h; 5.9% of 310,000 active; AID 504832, 2011; note: potency is the fitted concentration of half-maximal effect; % is set by controls: 0 for no effect and ±100 for the full control effect
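Erythrocytes infected with P. falciparum carrying an integrated firefly luciferase reporter (2% hematocrit, 0.1% parasitemia final) were exposed to compounds in RPMI 1640 with 0.5% Albumax at 37 C, 5% CO2. Growth inhibition was scored as reduced luminescence.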
Pf growth 96h – Primary qHTS for delayed death inhibitors of the malarial parasite plastid, 96 hour incubation; P. falciparum luciferase reporter growth, 96 h; Potency, µM (series often up to 28.7 µM), inactives show top-dose activity change, negative = inhibition, hits mostly inhibitors; 6.9% of 320,000 active; note: potency is the fitted concentration of half-maximal effect; % is set by controls: 0 for no effect and ±100 for the full control effect
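Readout is luminescence from an integrated firefly luciferase in P. falciparum. Red cells, 2% hematocrit and 0.05% parasitemia final, were cultured with compound through two parasite generations (96 hours) at 37 C, 5% CO2.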
HCV inhibitor – qHTS Assay for Inhibitors of Hepatitis C Virus (HCV); Huh7.5.1 HCVcc-Cre infection, luciferase reporter, 44 h; Potency, µM (top dose mostly 41.8 µM), without a hit: at the highest dose activity change, negative = inhibition, most hits filed as inhibitors; 3.4% of 340,000 active; note: potency is the fitted concentration of half-maximal effect; % is set by controls: 0 for no effect and ±100 for the full control effect
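HCVcc-Cre virus at an moi near 0.5 was added right after compound to cells cultured 4 h from seeding (1,000 cells/well). Luciferase activity was determined 44 h later, 15 min after substrate addition at RT.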
Cycloheximide cs – Cycloheximide Counterscreen for Small Molecule Inhibitors of Shiga Toxin; cell reporter, cycloheximide protein synthesis inhibition counterscreen; 12% of 300,000 active; max response, %; in the data active = max response mostly above about 13%, no sharp cut-off; inactive = mostly below about 14%; note: read at 38.3 µM for the half of the compounds with a filed dose; 0% is about no effect
Shiga inhibitor – A qHTS for Small Molecule Inhibitors of Shiga Toxin. inhibition, % at 38.7 µM. AID 2315, 2010. 9.2% of 290,000 active. Vero cells, Shiga toxin protein synthesis inhibition reporter; in the data active = inhibition mostly above about 28%, no sharp cut-off; inactive = mostly below about 43%; note: 0% is about no effect
FBPA Giardia inh – qHTS Assay for Inhibitors of Fructose-1,6-bisphosphate Aldolase from Giardia Lamblia; A8B2U2; 0.71% of 290,000 active; Potency, µM (series often up to 59.6 µM), for the others: at the highest dose activity, negative = inhibition, most hits filed as inhibitors; purified Giardia FBPA; note: potency is the fitted concentration of half-maximal effect; % is set by controls: 0 for no effect and ±100 for the full control effect; nearly all actives have a fitted effect of over 55% in size
Target sequence (A8B2U2 whole entry, looked up): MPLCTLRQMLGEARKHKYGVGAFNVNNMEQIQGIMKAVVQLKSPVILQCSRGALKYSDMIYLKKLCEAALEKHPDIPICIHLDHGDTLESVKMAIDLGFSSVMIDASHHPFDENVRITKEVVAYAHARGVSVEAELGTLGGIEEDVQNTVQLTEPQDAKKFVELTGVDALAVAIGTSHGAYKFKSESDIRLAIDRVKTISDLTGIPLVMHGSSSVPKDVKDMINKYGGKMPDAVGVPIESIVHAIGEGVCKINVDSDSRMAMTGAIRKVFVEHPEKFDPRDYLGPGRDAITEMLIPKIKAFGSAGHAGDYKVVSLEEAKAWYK
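40 nM FBPA preincubated 10 min at RT with compound (up to 57.5 uM final), then substrate plus GAPDH/TPI/NAD/arsenate coupling and diaphorase/resazurin added. Fluorescence read after 20 min at RT, 525/598 nm.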
Numbers without * were called inactive; ? = inconclusive; · = not tested or not shown; [ ] = dose if it differs, or a comment. Unless noted, calls come from the whole dose curve; as a rule, active = well fitted curve in the direction sought with a large enough effect; inconclusive = small, poorly fitted or top-dose-only effect, or another doubt; inactive = no such curve, though single readings can be large; an effect the other way counts as inactive or inconclusive. Not a hit list. Share with any hit: about 24%.

canonical_smiles	Pf growth 96h	Cycloheximide cs	FBPA Giardia inh	Shiga inhibitor	HCV inhibitor	Pf growth 48h
Cc1nc2ccc(CCO)cc2s1	?	2	1%	33	2%	-8%
COC(=O)N/N=C/c1ccc(OS(=O)(=O)c2ccc(C)cc2)c(OC)c1	?	-6	-7%	21	0%	?
COc1ccc(C)cc1NC(=O)CN1C(=O)C2CC=CCC2C1=O (stereo unspecified)	-26%	·	·	·	-4%	?
O=[N+]([O-])c1ccc2c(c1)/C(=N\O)c1ccccc1-2	30%	6	4%	39	?	5%
CCCc1[nH]n(-c2nc3ccccc3s2)c(=O)c1C=NCC1CCCO1 (stereo unspecified)	·	24*	-7%	7	-23%	?
COc1ccc2c(C)nc(N/C(N)=N/S(=O)(=O)c3ccc(C)cc3)nc2c1	?	-2	7%	-7	?	?
CCCOc1ccc(/C(O)=C2/C(=O)C(=O)N(CCN(C)C)C2c2ccco2)cc1 (stereo unspecified)	?	37*	-16%	74*	2%	35%[activator]
Cc1ccc(S(=O)(=O)N2CCCCC2)cc1C(=O)NCCN1CCOCC1	-7%	·	·	·	-6%	17%
Cn1c(Nn2cnnc2)nc2ccccc21	16%	-4	1%	-3	-1%	40%[activator]
Cc1cc2cc(C)c(NCCNC(=O)c3ccccc3Cl)nc2cc1C	?	-2	-3%	16	?	?
Cc1cc(C)cc(C(=O)O/N=C(\N)c2ccc(Br)cc2)c1	·	12	6%	16	-22%	?
CCNC(=O)Nc1ccc(-n2nc(C)c(C(=O)OCC)c2C)nc1	?	10	7%	-19	-23%	?
O=C(CN1C(=O)/C(=C/c2cccc(Br)c2)SC1=S)NC1=NCCS1	23%	-3	3%	4	2%	7%
CC(C)(C)NC(=O)CN(C(=O)CCC(=O)Nc1nccs1)c1ccc2c(c1)OCCO2	-22%	-2	10%	1	4%	-16%
COc1ccc(-n2c(=S)[nH]c3ncccc3c2=O)cc1	-14%	-2	-8%	-3	10%	?
O=C1CSC(c2ccccc2)N1Cc1ccccc1 (stereo unspecified)	?	-3	-1%	-12	·	-8%
COc1cc(-c2oc3cc(O)cc(O)c3c(=O)c2OC[C@@H]2OC(O[C@@H]3O[C@@H](C)[C@H](O)[C@@H](O)[C@H]3O)[C@@H](O)[C@H](O)[C@@H]2O)ccc1O (stereo partly specified)	·	-4	-8%	-6	·	·
O=C(O)c1ccccc1-c1c2cc(Br)c(=O)cc-2oc2[c]([Hg])c(O)c(Br)cc12	6.4µM*	·	22µM*	·	·	?
CCOC(=O)C1CCN(C(=O)c2c(-c3ccccc3)noc2C)CC1	?	21	2%	13	26%	-21%
CC(CN1CCCCC1)OC(=O)c1ccc(Cl)cc1Cl (stereo unspecified)	5%	-1	-12%	14	2%	-14%
CC(Oc1ccccc1)C(=O)N1CCN=C1SCc1cccc(F)c1 (stereo unspecified)	-10%	-2	6%	14	-13%	0%
Cc1cc2cc(CNC(=O)c3ccc(S(=O)(=O)N4CCCCC4)cc3)ccc2[nH]1	?	-1	-3%	-6	?	?
CN(Cc1ccccc1)C(=O)c1cccc(C(=O)N(C)Cc2ccccc2)c1	13µM*	-3	-1%	-2	-11%	4%
Cc1cc(C)n(CC(=O)NCc2ccccc2)c(=O)c1C#N	?	-1	-12%	-1	9%	-16%
Cc1cc2cc(CCNC(=O)c3c(-c4ccccc4Cl)noc3C)c(=O)[nH]c2cc1C	-89%	-2	5%	-7	1%	?
CCOC(=O)c1c(C)[nH]c(C)c1S(=O)(=O)N(C)CC(=O)N1CCN(c2ccc(OC)cc2)CC1	37%[activator]	-3	·	26	0%	-5%
COc1ccc(S(=O)(=O)NCCCN2CCOCC2)c2ccccc12	136%[activator]	-1	-5%	11	-8%	6%
COc1ccc(CCN2CC(C(=O)Nc3ccc(S(C)(=O)=O)cc3)CC2=O)cc1OC (stereo unspecified)	?	·	·	·	1%	-13%
CC(C)C(OC(=O)c1cccs1)C(=O)NCc1ccccc1 (stereo unspecified)	-4%	-3	0%	-9	13%	32%[activator]
Cc1cccc(N2C(=O)C(Oc3ccc(Cl)cc3Cl)C2C(=O)O)c1C (stereo unspecified)	10µM*	-7	17%	19	32%[activator]	9%
COc1cccc(C(CNC(=O)C(c2ccccc2)c2ccccc2)N(C)C)c1 (stereo unspecified)	-15%	8	-3%	-5	22%	-6%
Cc1cccnc1NC(=O)Cn1nc([N+](=O)[O-])cc1C	?	-3	6%	6	18%	?
O=C(NCc1cccc(C(F)(F)F)c1)C1CCN(c2ncccn2)CC1	22%	-3	3%	23	-12%	8%
O=C(NN1C(=O)c2ccccc2C1=O)c1ccc2c(c1)C(=O)N(CC1CCCO1)C2=O (stereo unspecified)	62%[activator]	19*	3%	44*	13%	45%[activator]
O=C(O)COc1ccc2ccccc2c1	·	-7	-1%	-4	·	·
CCOc1cccc(-c2cc(-c3n[nH]c(=S)n3CC)c3ccccc3n2)c1	12µM*	0	-1%	13	-24%	13µM*
O=C(N/C(=C\c1ccc([N+](=O)[O-])cc1)C(=O)N1CCOCC1)c1cccc(Br)c1	?	1	·	-35	-18%	-5%
O=C(O)c1cccc2c1C(=O)c1ccc(-c3ccc(F)cc3F)cc1S2(=O)=O	61%[activator]	·	·	·	2%	30%[activator]
CCCCN(C(=O)c1ccc(-c2ccc([N+](=O)[O-])cc2)o1)c1c(N)n(CCCC)c(=O)[nH]c1=O	-8%	·	·	·	?	19%
O=C(N1CCOCC1)N(Cc1cccs1)C1CCCC1	7.4µM*	-3	3%	-13	1%	-7%
Oc1ccc(Br)cc1/C=N/Nc1nc(N2CCCCC2)nc(N2CCOCC2)n1	?	2	-4%	-10	?	?
CC(Sc1nc2c(c(=O)[nH]1)CCCC2)C(=O)Nc1ccc(Br)cn1 (stereo unspecified)	15%	-1	?	-9	-24%	17%
COC(=O)N1C(=O)[C@@](c2ccc(OC)cc2)(C(C)C)N1C(=O)OC	2%	16*	2%	19*	27%	-9%
CCN(CC)Cc1cc(C(C)=O)ccc1O	?	-4	-11%	-16	-8%	·
Cc1ccc(NC(=S)Nc2ccc3[nH]c(=O)[nH]c3c2)cc1C	17%	-4	-6%	-3	1%	-3%
C/C(Cl)=C/Cn1c(SCc2ccc(Cl)cc2)nc2c1c(=O)[nH]c(=O)n2C	·	-4	4%	-4	12%	?
Cc1cccc(-n2c(=O)c3c(C)c(C)sc3n(CC(N)=O)c2=O)c1	32%	0	1%	-9	7%	-12%
Cc1ccc(-c2c3c(=O)n(C)c(=O)n(C)c3cn2-n2cnnc2)cc1	?	1	3%	-17	-29%	?
CCN(CC(=O)Nc1c(F)cccc1F)C(=O)c1cnc(C)cn1	27%	·	·	·	17%	8%
CC(=O)c1c[nH]c(C(=O)NC2CCCCCC2)c1	?	1	·	-3	8%	5%
CCCC(c1nnnn1C(C)(C)C)N1CCN(Cc2ccccc2)CC1 (stereo unspecified)	?	-5	0%	-15	-5%	-13%
O=C(O)C1C2C=CC(C3CC23)C1C(=O)N1CCc2ccccc21 (stereo unspecified)	42%[activator]	-5	-1%	-17	24%	11%
O=C(Oc1ccc(N2C(=O)C3C4CCC(C4)C3C2=O)cc1)c1ccco1 (stereo unspecified)	1%	1	·	-9	2%	-20%
CC(=O)N1CCN(C(=O)c2ccccc2NS(=O)(=O)c2ccc(F)cc2)CC1	-28%	·	·	·	11%	-22%
CCCN(CCC)C(C(=O)Nc1cccc(OC)c1)c1ccccc1 (stereo unspecified)	13µM*	-1	-6%	49	?	?
O=C(C1CCCO1)N(c1cccc(Cl)c1)C1C=CS(=O)(=O)C1 (stereo unspecified)	?	-3	3%	-3	6%	-2%
COc1ccc(-n2c(Cc3cccn3C)nnc2SCC(=O)N2CCCC2)cc1	?	-3	0%	-2	?	?
NC(=O)c1c(NC(=O)c2cccnc2)sc2c1CCCCC2	38%[activator]	3	-8%	·	0%	164%[activator]
Cc1cc(C)nc(NC(=O)c2ccc(OC(C)C)cc2)n1	?	7	2%	32	23%	·
CCn1ncc(Br)c1C(=O)NC1CCCCCCC1	?	-3	·	-4	3%	0%
O=C(Nc1ccc2c(c1)OCO2)c1ccc(Cl)cc1Cl	?	-2	·	-12	-22%	?
CC1=C(C#N)c2nc(N)c(C#N)c(C)c2/C1=C\c1ccc(C)cc1	?	-2	·	-2	·	?
CSCCCNC(=S)N1CCN(c2ccc(C(C)=O)cc2)CC1	12µM*	11	-2%	9	10%	?

17 successive compounds out of the list so far:
canonical_smiles	Pf growth 96h	Cycloheximide cs	FBPA Giardia inh	Shiga inhibitor	HCV inhibitor	Pf growth 48h
COc1cccc(C(CNC(=O)C(c2ccccc2)c2ccccc2)N(C)C)c1 (stereo unspecified)	-15%	8	-3%	-5	22%	-6%
Cc1cccnc1NC(=O)Cn1nc([N+](=O)[O-])cc1C	?	-3	6%	6	18%	?
O=C(NCc1cccc(C(F)(F)F)c1)C1CCN(c2ncccn2)CC1	22%	-3	3%	23	-12%	8%
O=C(NN1C(=O)c2ccccc2C1=O)c1ccc2c(c1)C(=O)N(CC1CCCO1)C2=O (stereo unspecified)	62%[activator]	19*	3%	44*	13%	45%[activator]
O=C(O)COc1ccc2ccccc2c1	·	-7	-1%	-4	·	·
CCOc1cccc(-c2cc(-c3n[nH]c(=S)n3CC)c3ccccc3n2)c1	12µM*	0	-1%	13	-24%	13µM*
O=C(N/C(=C\c1ccc([N+](=O)[O-])cc1)C(=O)N1CCOCC1)c1cccc(Br)c1	?	1	·	-35	-18%	-5%
O=C(O)c1cccc2c1C(=O)c1ccc(-c3ccc(F)cc3F)cc1S2(=O)=O	61%[activator]	·	·	·	2%	30%[activator]
CCCCN(C(=O)c1ccc(-c2ccc([N+](=O)[O-])cc2)o1)c1c(N)n(CCCC)c(=O)[nH]c1=O	-8%	·	·	·	?	19%
O=C(N1CCOCC1)N(Cc1cccs1)C1CCCC1	7.4µM*	-3	3%	-13	1%	-7%
Oc1ccc(Br)cc1/C=N/Nc1nc(N2CCCCC2)nc(N2CCOCC2)n1	?	2	-4%	-10	?	?
CC(Sc1nc2c(c(=O)[nH]1)CCCC2)C(=O)Nc1ccc(Br)cn1 (stereo unspecified)	15%	-1	?	-9	-24%	17%
COC(=O)N1C(=O)[C@@](c2ccc(OC)cc2)(C(C)C)N1C(=O)OC	2%	16*	2%	19*	27%	-9%
CCN(CC)Cc1cc(C(C)=O)ccc1O	?	-4	-11%	-16	-8%	·
Cc1ccc(NC(=S)Nc2ccc3[nH]c(=O)[nH]c3c2)cc1C	17%	-4	-6%	-3	1%	-3%
C/C(Cl)=C/Cn1c(SCc2ccc(Cl)cc2)nc2c1c(=O)[nH]c(=O)n2C	·	-4	4%	-4	12%	?
Cc1cccc(-n2c(=O)c3c(C)c(C)sc3n(CC(N)=O)c2=O)c1	32%	0	1%	-9	7%	-12%
